Fam108B counter = blocks mouse Fam108B hydrolase in RBBP9 counter-screen; recombinant Fam108B, FP-Rh probe fluorescence polarization; inhibition, % at 9.51 µM; 300,000 compounds, 0.33% hits; AID 1947;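 active = inhibition above the screen mean inhibition plus 3 SD, computed separately per campaign, cut at about 18% in these data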;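 note: inhibitors lower polarization as less probe binds the enzyme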
Efflux pump inh = inhibitors of Candida antifungal efflux pumps expressed in yeast. S. cerevisiae Candida pump triplex, Nile Red efflux. inhibition, % at 10 µM. 330,000 compounds, 0.44% hits;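 active = plate passing quality check with inhibition over a set limit, or well fluorescence over plate mean plus 4 SD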;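 note: Nile Red retained in pooled yeast measured as flow cytometry median fluorescence; 0% = buffer negative control and 100% = Enniatin B positive control; higher means more Nile Red kept so more efflux inhibition; some compounds called inactive have numbers as strong as hits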
GLD-1 TGE inh = GLD-1-TGE RNA interaction inhibition (C. elegans) | Q17339 | 320,000 compounds, 0.44% hits | AID 2280 | inhibition, % at 5.96 µM | purified GLD-1 + fluorescein TGE RNA, fluorescence polarization;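 active = percent inhibition above a per-plate cutoff, the plate mean of test compounds plus 3 SD, cut at about 30% in these data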;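 note: 0% = DMSO wells with GLD-1 and probe and 100% = wells lacking GLD-1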
EBNA-1 inhibitor = blocks EBNA-1 binding to DNA; EBNA-1 DNA binding, fluorescence polarization; inhibition, % at 14.8 µM; 300,000 compounds, 0.34% hits; in the data active = inhibition above about 28%
ZTA DNA inh = blocks Epstein-Barr virus ZTA, an EBNA-1 counter-screen; P03206; ZTA-DNA binding, fluorescence polarization; inhibition, % at 11 µM; 320,000 compounds, 0.15% hits; AID 2234; in the data active = inhibition above about 33%
Bcl-xL primary = inhibitors of human Bcl-xL; GST-Bcl-xL / FITC-Bim BH3 peptide fluorescence polarization; inhibition, % at 10.9 µM; 320,000 compounds, 0.7% hits; AID 2129;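 active = inhibition above the mean of all tested compounds plus 3 SD, cutoff set per campaign, cut at about 30% in these data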;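 note: 0% = DMSO wells and 100% = unlabeled Bim-BH3 peptide competitor; inhibitors lower millipolarization by displacing the labeled peptide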
Target sequence (Q07817 whole entry, looked up): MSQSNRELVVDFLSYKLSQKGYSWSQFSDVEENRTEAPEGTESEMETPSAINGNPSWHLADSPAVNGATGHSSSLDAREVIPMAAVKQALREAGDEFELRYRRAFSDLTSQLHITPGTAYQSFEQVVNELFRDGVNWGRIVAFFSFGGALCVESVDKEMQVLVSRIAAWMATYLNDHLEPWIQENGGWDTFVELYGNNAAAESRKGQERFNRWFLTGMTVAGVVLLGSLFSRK
MCL1 BIM primary = MCL1-BIM-BH3 interaction inhibition (human); inhibition, % at 10.9 µM; GST-MCL1 / FITC-Bim-BH3 fluorescence polarization; 320,000 compounds, 0.68% hits; Q07820;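 active = inhibition above the mean inhibition of all tested compounds plus 3 SD, set per campaign, cut at about 40% in these data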;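 note: 0% = DMSO wells and 100% = unlabeled Bim-BH3 peptide control; higher means more loss of mP so more displacement of Bim peptide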
Target sequence (Q07820 whole entry, looked up): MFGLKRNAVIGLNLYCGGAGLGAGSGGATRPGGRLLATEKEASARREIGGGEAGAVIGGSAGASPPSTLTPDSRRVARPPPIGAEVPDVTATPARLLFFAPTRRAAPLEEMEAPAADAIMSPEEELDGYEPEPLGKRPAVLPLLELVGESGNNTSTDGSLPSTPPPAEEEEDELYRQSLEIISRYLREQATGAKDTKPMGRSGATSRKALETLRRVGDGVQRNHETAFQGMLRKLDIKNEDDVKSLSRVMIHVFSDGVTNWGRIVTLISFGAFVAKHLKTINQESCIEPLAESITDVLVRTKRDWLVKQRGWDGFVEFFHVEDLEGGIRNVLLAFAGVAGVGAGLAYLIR
MEX-5 binding = C. elegans MEX-5 TCR-2 RNA binding activity; 300,000 compounds, 0.38% hits; MEX-5/FITC-TCR2 RNA binding, fluorescence polarization; hits give low values; Q9XUB2; activity score (negative = inhibition of binding), % at 10 µM; AID 1832;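 active = inhibition past about -25% in most replicates, and total fluorescence under double the plate's negative control median, limit read from the data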;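 note: 0% = DMSO and -100% = 5 µM competing unlabeled TCR2 RNA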
Yeast superoxide = lowers age-related superoxide in aged yeast cells; 330,000 compounds, 0.18% hits; S. cerevisiae aged cells, superoxide DHE fluorescence; hits give low values; superoxide response (% of plate mean), % at 10 µM;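 active = superoxide response under a set limit, about three screen SD below normal, cut at about 65% in these data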;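 note: yeast aged for seven days with compound at 30 °C before DHE staining; 100% = average MFI of all compound-treated wells on the plate with controls excluded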
The depositor's hits bear a star.

SMILES	Fam108B counter	Efflux pump inh	GLD-1 TGE inh	EBNA-1 inhibitor	ZTA DNA inh	Bcl-xL primary	MCL1 BIM primary	MEX-5 binding	Yeast superoxide
Clc1ccc(Cn2cc(/C=N/n3cnnc3)c3ccccc32)cc1	-2.0	-0.1	4.2	-0.6	8.6	1.2	-3.3	-5.0	115.0
Cc1ccc(/C=C/C(=O)Nc2cc(S(=O)(=O)N3CCCCCC3)ccc2OCC(F)(F)F)o1	-4.9	0.3	-28.1	-8.8	-2.8	7.4	-7.4	0.3	98.9
CN(CC(=O)Nc1ccccc1F)S(=O)(=O)c1ccc2c(c1)n(C)c(=O)c(=O)n2C	1.4	0.0	0.6	-1.9	-17.2	0.2	-3.6	1.4	104.0
CC1=CC(C)(C)N2C(=O)C3(SCC(=O)N3c3ccc(F)cc3)c3cc(C)cc1c32 (configuration not stated)	1.4	0.3	3.7	-7.8	-8.4	1.5	6.0	-1.3	106.2
O=C(NCc1ccccc1)c1ccc(Br)cc1Br	1.1	0.0	-0.1	-10.3	2.6	1.1	1.0	-1.4	108.2
COc1ccc(C(=O)c2coc3c2C(=O)C(=O)c2ccccc2-3)cc1	6.0	-0.1	8.7	6.8	2.9	9.6	9.5	2.8	110.3
CC(=O)Nc1ccc(NC(=O)CSc2nccn2Cc2ccco2)cc1	-3.4	-0.2	0.9	4.8	6.9	3.4	3.1	1.1	104.0
CCCOc1ccc(C(=O)NCCC(=O)NCCCC(=O)O)cc1	0.6	0.0	2.6	0.4	-7.3	4.3	2.9	-0.2	99.3
COCc1nc(-c2ccc(-c3ccccc3)nc2OC)no1	-5.3	-0.1	-0.4	3.5	6.7	6.6	6.7	1.4	100.3
CCOC(=O)/C(C#N)=C/c1c(Oc2cccc(C)c2)nc2c(C)cccn2c1=O	1.8	0.1	6.4	-8.1	-7.9	-0.2	5.2	-2.5	88.5
COc1ccc(CN(C)S(=O)(=O)c2nnc(NC(=O)c3cccc(F)c3)s2)cc1	-8.8	-0.1	-3.7	-3.3	-0.2	3.9	2.7	-3.3	105.0
COc1ccccc1/C=N/NC(=O)c1csc(C)c1C	4.7	-0.2	0.9	-3.5	-22.4	0.2	0.1	1.5	103.3
c1ccc(C2=Nn3c(nnc3-c3ccncc3)SC2)cc1	3.6	0.1	1.9	-7.6	-11.8	2.4	2.3	-1.7	90.0
O=C(CCn1nnc2ccccc2c1=O)N[C@@H](Cc1ccccc1)C(=O)O	2.1	0.0	-2.5	1.8	8.1	-0.5	-3.9	-0.9	92.0
Cc1cc(C)cc(C(=O)NC(CC(N)=O)c2ccc(NC3CCCCC3)c([N+](=O)[O-])c2)c1 (configuration not stated)	-3.8	0.1	1.2	6.7	1.2	8.8	3.7	-0.3	99.9
CC1CN(C(=O)Nc2ccccc2)c2ccccc2-[n+]2ccsc21 (configuration not stated)	0.9	0.3	-2.5	3.8	-25.9	2.5	-0.1	0.3	94.2
COc1cccc(-c2nc(CS(=O)(=O)CC(=O)NCCCN3CCc4ccccc4C3)c(C)o2)c1	-1.4	0.2	6.4	-2.8	10.0	7.3	8.1	0.5	103.3
Cc1cc(C)c2c(NC(=S)NC(=O)c3ccccc3)nn(C)c2n1	-3.2	0.1	5.7	7.7	-8.0	5.8	10.7	-2.4	101.8
COc1ccc(N2C(=O)CC(N3CCCC4CCCCC43)C2=O)cc1 (configuration not stated)	4.2	0.0	7.8	-5.6	-9.3	8.6	0.4	0.6	96.1
O=C(Nc1ncccc1Cl)c1ccc2c(c1)OCCO2	0.7	0.1	-3.6	3.4	-8.3	3.2	5.5	0.8	121.0
COc1ccc(C2/C(=C(/O)c3ccc(C)cc3)C(=O)C(=O)N2CC2CCCO2)cc1OC (configuration not stated)	2.5	-0.5	-2.5	-2.9	0.7	6.3	8.6	0.0	92.8
Cc1ccc2c(c1)NC(=O)C(CC(=O)NCCCN1CCCC1=O)O2 (configuration not stated)	0.0	-0.1	2.3	1.9	4.2	1.2	6.0	2.1	100.9
COc1ccc(/C=C/C(=O)c2ccc[nH]2)c(OC)c1OC	0.6	-0.2	6.3	-6.8	-1.6	-1.7	1.3	1.1	103.2
C=CCn1c(C)cc(C(=O)COC(=O)C2CC(=O)N(Cc3ccccc3)C2)c1C (configuration not stated)	1.7	0.0	-7.8	4.5	7.1	2.1	-7.2	-3.0	109.9
CCCCn1c(N)c(N(Cc2ccccc2OC)C(=O)C(C)Oc2ccc(F)cc2)c(=O)[nH]c1=O (configuration not stated)	3.5	-0.1	-0.5	-2.5	-15.1	-3.8	-7.0	1.2	91.1
Cc1n[nH]c(=O)n1-c1ccc(C(C)C)cc1	-3.6	-0.2	3.4	-0.1	-8.6	8.2	13.8	-1.1	99.9

Record cards (already shown). Values in the order: Fam108B counter | Efflux pump inh | GLD-1 TGE inh | EBNA-1 inhibitor | ZTA DNA inh | Bcl-xL primary | MCL1 BIM primary | MEX-5 binding | Yeast superoxide
`CCOC(=O)/C(C#N)=C/c1c(Oc2cccc(C)c2)nc2c(C)cccn2c1=O` is listed with 1.8 | 0.1 | 6.4 | -8.1 | -7.9 | -0.2 | 5.2 | -2.5 | 88.5
`CC1CN(C(=O)Nc2ccccc2)c2ccccc2-[n+]2ccsc21` (configuration not stated) is listed with 0.9 | 0.3 | -2.5 | 3.8 | -25.9 | 2.5 | -0.1 | 0.3 | 94.2
`CCCOc1ccc(C(=O)NCCC(=O)NCCCC(=O)O)cc1` is listed with 0.6 | 0.0 | 2.6 | 0.4 | -7.3 | 4.3 | 2.9 | -0.2 | 99.3
`Cc1cc(C)c2c(NC(=S)NC(=O)c3ccccc3)nn(C)c2n1` is listed with -3.2 | 0.1 | 5.7 | 7.7 | -8.0 | 5.8 | 10.7 | -2.4 | 101.8
`Cc1ccc(/C=C/C(=O)Nc2cc(S(=O)(=O)N3CCCCCC3)ccc2OCC(F)(F)F)o1` is listed with -4.9 | 0.3 | -28.1 | -8.8 | -2.8 | 7.4 | -7.4 | 0.3 | 98.9

Two consecutive compounds out of the list so far:
SMILES	Fam108B counter	Efflux pump inh	GLD-1 TGE inh	EBNA-1 inhibitor	ZTA DNA inh	Bcl-xL primary	MCL1 BIM primary	MEX-5 binding	Yeast superoxide
CCCCn1c(N)c(N(Cc2ccccc2OC)C(=O)C(C)Oc2ccc(F)cc2)c(=O)[nH]c1=O (configuration not stated)	3.5	-0.1	-0.5	-2.5	-15.1	-3.8	-7.0	1.2	91.1
Cc1n[nH]c(=O)n1-c1ccc(C(C)C)cc1	-3.6	-0.2	3.4	-0.1	-8.6	8.2	13.8	-1.1	99.9

3 compounds out of the list above, sorted by the number in GLD-1 TGE inh, smallest number first:
| SMILES | Efflux pump inh | GLD-1 TGE inh | EBNA-1 inhibitor | Bcl-xL primary | MCL1 BIM primary | MEX-5 binding |
| --- | --- | --- | --- | --- | --- | --- |
| Cc1ccc(/C=C/C(=O)Nc2cc(S(=O)(=O)N3CCCCCC3)ccc2OCC(F)(F)F)o1 | 0.3 | -28.1 | -8.8 | 7.4 | -7.4 | 0.3 |
| CCCOc1ccc(C(=O)NCCC(=O)NCCCC(=O)O)cc1 | 0.0 | 2.6 | 0.4 | 4.3 | 2.9 | -0.2 |
| Clc1ccc(Cn2cc(/C=N/n3cnnc3)c3ccccc32)cc1 | -0.1 | 4.2 | -0.6 | 1.2 | -3.3 | -5.0 |
